Avidin fluor – avidin bead compound fluorescence profile | Avidin beads, compound fluorescence 488/530 nm, flow cytometry; hits give high values | fluorescence (KMESF) at 10 µM | AID 1775 | hit rate 0.38% among 220,000; in the data active = fluorescence above about 47; also: inactives centre near 10
ABCG2 block – blocks JC-1 efflux by human ABCG2 transporter | Q9UNQ0 | IgMXP3 cells, flow cytometry | inhibition, % at 6.6 µM | hit rate 0.1% among 190,000;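 active = inhibition above 80%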;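 also: 0% = DMSO and 100% = nicardipine control wells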
Target sequence (Q9UNQ0 whole entry, looked up): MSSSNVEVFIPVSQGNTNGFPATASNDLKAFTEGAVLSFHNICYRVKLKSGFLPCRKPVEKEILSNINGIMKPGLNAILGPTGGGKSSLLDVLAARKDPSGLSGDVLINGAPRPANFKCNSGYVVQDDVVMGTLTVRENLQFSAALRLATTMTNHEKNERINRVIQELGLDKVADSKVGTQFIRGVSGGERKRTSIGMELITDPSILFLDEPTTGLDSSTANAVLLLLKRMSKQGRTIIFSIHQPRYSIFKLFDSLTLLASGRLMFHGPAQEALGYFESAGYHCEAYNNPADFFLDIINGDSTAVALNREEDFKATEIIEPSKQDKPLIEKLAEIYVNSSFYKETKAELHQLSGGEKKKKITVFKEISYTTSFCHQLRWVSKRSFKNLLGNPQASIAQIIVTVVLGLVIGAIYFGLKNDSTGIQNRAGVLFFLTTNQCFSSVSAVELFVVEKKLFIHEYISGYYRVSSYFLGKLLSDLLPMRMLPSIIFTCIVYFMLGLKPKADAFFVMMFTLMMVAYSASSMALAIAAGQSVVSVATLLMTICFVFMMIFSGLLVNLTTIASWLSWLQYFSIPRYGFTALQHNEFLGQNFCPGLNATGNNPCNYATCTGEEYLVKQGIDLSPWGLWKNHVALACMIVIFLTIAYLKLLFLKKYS
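Read-out basis: Efflux inhibition in percent versus controls | Test system: ABCG2 IgMXP3 and barcoded ABCB1 CCRF-Adr cell mix | Quantity: 3 million cells/mL in well | Schedule: 10 min at 25 °C | Control set: Nicardipine as high control, DMSO as low control | Reagent: JC-1 as fluorescent efflux pump substrate | Signal: Flow cytometry of retained JC-1 fluorescence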
GSH fluor – GSH bead compound fluorescence profile; GSH beads flow cytometry, compound fluorescence 488/530 nm; hits give high values; fluorescence (KMESF) at 10 µM; hit rate 0.25% among 190,000; in the data active = fluorescence above about 89;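 also: glutathione beads carrying GST-tagged Bcl family fusion proteins plus one bare bead set; values are compound well signal with DMSO vehicle wells as background; inactives centre near 16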
Cdc42 wt GTP – modulators (inhibitors or activators) of GTP binding to human Cdc42 wildtype; GST-Cdc42 beads, Bodipy-GTP binding, flow cytometry; actives lie on both sides; hit rate 0.2% among 190,000; percent activity (GTP binding), % at 10 µM;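 active = percent activity GTP binding at least 20 points away from the 100% baseline, either down as inhibitor or up as activator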;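 also: median bead fluorescence of bound Bodipy-FL-GTP at 100 nM; 0% = excess unlabeled GTP control and 100% = no compound control; below 100% means less GTP binding so inhibitor and above means activator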
Target sequence (P60953 whole entry, looked up): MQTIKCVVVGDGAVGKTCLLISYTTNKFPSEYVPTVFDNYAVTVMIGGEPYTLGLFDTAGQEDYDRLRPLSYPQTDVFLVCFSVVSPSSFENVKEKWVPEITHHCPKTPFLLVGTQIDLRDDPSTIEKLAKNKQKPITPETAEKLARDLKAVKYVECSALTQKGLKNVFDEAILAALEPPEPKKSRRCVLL
Pf gametocyte – P. falciparum stage V gametocyte viability inhibition; P. falciparum stage V gametocytes, ATP luminescence, 24 h; inhibition, % at 10.9 µM; hit rate 0.065% among 150,000; AID 743093;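 active = inhibition above the mean plus 3 SD of compounds within the control limits, set per campaign, cut at about 38% in these data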;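 also: 0% = DMSO wells and 100% = medium only without gametocytes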
Rab2A wt mod – changes GTP binding to wildtype dog Rab2A, up or down. GTP binding activity, % at 10 µM. P61105. GST-Rab2 wt beads, Bodipy-GTP binding, flow cytometry. hit rate 0.19% among 190,000;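 active = GTP binding activity at least 20 points away from 100%, either lowered or raised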;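 also: 0% = beads with excess unlabeled GTP and 100% = no-compound control corrected for plate trend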
Rac1 mut GTP – alters GTP binding to activated mutant human Rac1; P63000; GST-Rac1 activated beads, fluorescent GTP binding, flow cytometry; actives lie on both sides; 100% means binding = to untreated wells; percent activity (GTP binding), % at 10 µM; hit rate 0.11% among 190,000; AID 764;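 active = GTP binding at least 20 percentage points away from the 100% baseline, in either direction, so actives lie on both sides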
Rab7 wt GTP bind – dog Rab7 wildtype GTP binding, inhibitors and activators; GTP binding activity (percent of control), % at 10 µM; AID 758; hit rate 0.055% among 190,000; GST-Rab7 beads, fluorescent GTP binding, flow cytometry; actives lie on both sides; untreated = 100%, excess cold GTP = 0%;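 active = fluorescent GTP binding to Rab7 beads changed by at least 20 points from the 100% baseline, either direction, mostly lower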;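 also: median green fluorescence of bound Bodipy-FL-GTP per Rab7 bead population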
ABCB1 block – blocks JC-1 efflux by human ABCB1 transporter. AID 1326. inhibition, % at 6.6 µM. CCRF-Adr cells, flow cytometry. hit rate 0.067% among 190,000; in the data active = inhibition above about 40%;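 also: 0% = vehicle and 100% = reference inhibitor; higher value means more JC-1 retained so stronger ABCB1 efflux block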
HRas wt GTP – human HRas wildtype GTP binding, change in either direction; P01112; hit rate 0.14% among 190,000; GTP binding activity, % at 10 µM; GST-Ras wt beads, Bodipy-FL-GTP binding, flow cytometry; actives lie on both sides;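 active = GTP binding activity at least 20% away from the 100% baseline, either lowered as inhibitor or raised as activator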;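 also: 0% = unlabeled GTP competition control and 100% = no-compound control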
Target sequence (P01112 whole entry, looked up): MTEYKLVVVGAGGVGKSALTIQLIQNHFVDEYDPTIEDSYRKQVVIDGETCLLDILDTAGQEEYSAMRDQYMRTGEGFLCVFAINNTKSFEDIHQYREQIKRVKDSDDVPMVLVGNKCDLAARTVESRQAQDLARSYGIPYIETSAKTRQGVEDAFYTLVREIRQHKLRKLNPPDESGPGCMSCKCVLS
Rac1 wt modul – modulators of human Rac1 wildtype GTP binding; P63000; GST-Rac1 beads, fluorescent GTP binding, flow cytometry; actives lie on both sides; 0 = cold GTP competed, 100 = untreated; GTP binding activity (% of control), % at 10 µM; hit rate 0.27% among 190,000;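 active = GTP binding activity at least 20 points away from the 100% control level, either lower or higher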
An asterisk follows results filed as active; / = not tested or not shown.

SMILES | Avidin fluor | ABCG2 block | GSH fluor | Cdc42 wt GTP | Pf gametocyte | Rab2A wt mod | Rac1 mut GTP | Rab7 wt GTP bind | ABCB1 block | HRas wt GTP | Rac1 wt modul
C/C(=N\O)C(C)(C)NC(=O)Nc1ccc(Cl)cc1 | 7 | 25 | 25 | 100 | 14 | 95 | 97 | 98 | 0.3 | 97 | 101
COC(=O)C1=C(CSc2nc3c(cc2C#N)CN(C)CC3)OC(N)=C(C#N)C1c1ccccc1F (stereo not given) | 5 | 5 | 16 | 97 | / | 96 | 93 | 92 | 1.2 | 94 | 97
Cc1nn(C)c(C)c1S(=O)(=O)N1CCCC(C(=O)N2CCN(c3ccc(Cl)cc3)CC2)C1 (stereo not given) | 12 | 9 | 31 | 86 | / | 89 | 88 | 89 | 4.0 | 91 | 85
CC(=O)N(CCCN(C)C)c1nc2ccc(C)cc2s1 | 10 | 7 | 23 | 101 | 2 | 96 | 96 | 99 | -0.7 | 97 | 99
CCc1nnc(NS(=O)(=O)c2ccc(NS(=O)(=O)c3ccccc3)cc2)s1 | 6 | 0 | 63 | 97 | 13 | 97 | 95 | 98 | 0.2 | 97 | 100
COc1cc(CCC(=O)OCc2nnc(-c3ccccc3)o2)cc(OC)c1OC | 26 | 4 | 13 | 95 | 15 | 97 | 96 | 94 | 1.1 | 96 | 95
COC(=O)C1NN=C(C(=O)c2ccc(Cl)cc2)C1c1ccc(OC)cc1 (stereo not given) | 4 | -5 | 13 | 101 | -10 | 100 | 99 | 98 | -0.2 | 100 | 102
CCOc1ccc(-c2nn3c(-c4ccccc4)nnc3s2)cc1 | 10 | 4 | 52 | 99 | -10 | 98 | 98 | 98 | 0.2 | 100 | 100
O=C(NC1CCCCCC1)C1CCCN1S(=O)(=O)c1cccc2cccnc12 (stereo not given) | 7 | 2 | 12 | 106 | / | 101 | 102 | 100 | 1.0 | 103 | 108
Cc1sc(NC(=O)c2ccco2)nc1-c1ccc2c(c1)CC(C)N2C(=O)C1CC1 (stereo not given) | 25 | -3 | 29 | 97 | / | 99 | 98 | 97 | -1.0 | 99 | 99
Nc1cc(=O)[nH]c(SCc2csc(-c3ccccc3)n2)n1 | 4 | 2 | 7 | 99 | 13 | 98 | 99 | 100 | 0.1 | 101 | 102
Cc1cc(C)nc(N/N=C/c2c(C)oc3ccccc23)n1 | 20 | 3 | 9 | 93 | -5 | 97 | 94 | 103 | 0.0 | 97 | 94
COC(=O)CN1C(=O)C2(C(C#N)=C(N)Oc3c2c(C)nn3-c2ccccc2)c2ccccc21 (stereo not given) | 29 | 11 | 25 | 103 | / | 98 | 99 | 101 | 1.4 | 98 | 103
COc1ccc(NS(=O)(=O)c2ccc(N3CCOCC3)c(NC(=O)c3ccco3)c2)cc1 | 12 | 7 | 12 | 94 | -6 | 97 | 98 | 98 | 0.5 | 97 | 98
Cc1cc(NC(=O)C23CC4CC(CC(C4)C2)C3)n[nH]1 | 10 | 3 | 17 | 99 | 12 | 100 | 96 | 103 | 0.5 | 99 | 99
CCc1ccc(C(=O)CSc2nc3cc(S(=O)(=O)N4CCOCC4)ccc3n2CC)cc1 | 8 | -2 | 13 | 99 | 6 | 98 | 99 | 95 | -0.6 | 98 | 101
O=C(COc1ccc(S(=O)(=O)NC2CCCCC2)cc1)Nc1ccc2c(c1)OCCO2 | 7 | 6 | 24 | 100 | / | 101 | 98 | 101 | 4.9 | 101 | 100
Cc1cccc(C)c1OC(=O)CCN1C(=O)C2C3C=CC(C4CC34)C2C1=O (stereo not given) | 9 | 6 | 17 | 99 | 2 | 98 | 98 | 100 | 5.5 | 100 | 101
O=c1cccccc1NCc1ccccc1 | 22 | 9 | 24 | 93 | 13 | 94 | 94 | 99 | 0.7 | 95 | 99
CCOC(=O)N1CCN(C(=O)c2ccc3c(=O)n(-c4ccc(F)cc4)c(=S)[nH]c3c2)CC1 | 14 | 1 | 25 | 101 | 18 | 101 | 99 | 103 | 0.2 | 101 | 103
CCOC(=O)c1[nH]c(C)c(C(=O)OC(C)C(=O)Nc2ncc(Cl)cc2Cl)c1C (stereo not given) | 29 | 4 | 15 | 101 | -18 | 97 | 99 | 100 | 1.3 | 99 | 98
Cc1cccc(N2CC34C=CC(O3)C(C(=O)O)C4C2=O)c1 (stereo not given) | 6 | -8 | 26 | 95 | 25 | 100 | 97 | 99 | -0.2 | 99 | 102
Cc1ccc(NC(=O)CN(C)S(=O)(=O)c2cnc[nH]2)cc1C | 8 | 1 | 15 | 103 | / | 105 | 103 | 102 | 0.4 | 101 | 112
COc1ccc(-c2nc(CN3CCC(c4ccccc4)CC3)c(C)o2)cc1OC | 11 | 3 | 15 | 94 | -4 | 98 | 93 | 100 | 1.6 | 100 | 99
Cc1ccc(N2C(=O)C3C4C=CC(C4)C3C2=O)cc1 (stereo not given) | 11 | 4 | 32 | 99 | / | 101 | 99 | 100 | 1.1 | 100 | 103
Cc1cccc(OCc2n(CC(=O)OC3CC(C)CCC3C(C)C)c3ccccc3[n+]2C)c1 (stereo not given) | 12 | 1 | 11 | 97 | / | 96 | 99 | 91 | 0.7 | 95 | 100
Cc1cccc(C)c1NC(=S)NCc1ccccc1 | 10 | 3 | 12 | 99 | -13 | 97 | 97 | 96 | 0.7 | 97 | 96
Nc1nc(SCC(=O)NCc2ccccc2)[nH]c(=O)c1NC(=O)c1ccccc1F | 3 | 0 | 6 | 97 | -11 | 96 | 97 | 97 | -0.1 | 99 | 99
CCCc1cc(C(=O)Nc2c(C)n(C)n(-c3ccccc3)c2=O)no1 | 7 | 1 | 13 | 102 | / | 101 | 99 | 102 | 0.2 | 100 | 104
O=C(Nc1ccccc1)N(Cc1cccnc1)Cc1ccco1 | 12 | 1 | 23 | 99 | / | 97 | 97 | 99 | 0.3 | 98 | 96

Full records from above. Order of values: Avidin fluor | ABCG2 block | GSH fluor | Cdc42 wt GTP | Pf gametocyte | Rab2A wt mod | Rac1 mut GTP | Rab7 wt GTP bind | ABCB1 block | HRas wt GTP | Rac1 wt modul
Shown for O=c1cccccc1NCc1ccccc1 → 22 | 9 | 24 | 93 | 13 | 94 | 94 | 99 | 0.7 | 95 | 99
Shown for Cc1cccc(C)c1NC(=S)NCc1ccccc1 → 10 | 3 | 12 | 99 | -13 | 97 | 97 | 96 | 0.7 | 97 | 96

Remaining list, next part.
SMILES | Avidin fluor | ABCG2 block | GSH fluor | Cdc42 wt GTP | Pf gametocyte | Rab2A wt mod | Rac1 mut GTP | Rab7 wt GTP bind | ABCB1 block | HRas wt GTP | Rac1 wt modul
COc1ccc(N(C)C(=O)c2ccc3c(c2)nnn3C)cc1 | 14 | 0 | 24 | 97 | 21 | 98 | 95 | 97 | 0.3 | 97 | 98
CCOC(=O)C(O)(C1C(=O)CC(C)(C)CC1=O)C(F)(F)F (stereo not given) | 5 | -3 | 35 | 97 | -3 | 97 | 96 | 101 | -2.3 | 99 | 103
CCOC(=O)c1ccc(CNC(=O)CSc2nnc(-c3ccncc3)o2)cc1 | 7 | 42 | 24 | 102 | 11 | 102 | 102 | 99 | 14 | 99 | 104
Cc1ccccc1-c1nnn(CC(=O)NCc2ccc3c(c2)OCO3)n1 | 12 | 4 | 33 | 93 | 11 | 91 | 87 | 92 | 0.0 | 95 | 90
O=C(CCCc1nc2ccccc2s1)NC1CCOC1=O (stereo not given) | 10 | 2 | 23 | 95 | -8 | 97 | 95 | 96 | -0.1 | 96 | 98
O=S1(=O)CC(O)C(Nc2ccccc2Cl)C1 (stereo not given) | 6 | 2 | 18 | 104 | 2 | 101 | 101 | 100 | 0.4 | 104 | 105
CC(C)Cc1cc(C(=O)N2CCC(N3CCC(C(=O)N4CCOCC4)CC3)CC2)n[nH]1 | 12 | 2 | 12 | 96 | 13 | 95 | 97 | 96 | 0.8 | 97 | 100
Cc1nnc(SCC(=O)N2CCN(Cc3ccccc3)CC2)s1 | 5 | 1 | 37 | 103 | / | 99 | 99 | 99 | 0.6 | 102 | 102
COC(=O)C1C(=O)C2=C(CC1C)NC(C)=C(C(=O)OC(C)C)C2c1ccc(C)o1 (stereo not given) | 32 | 0 | 22 | 101 | / | 101 | 99 | 102 | -0.1 | 102 | 105
Cc1c(C(=O)Nc2ccc(C(=O)O)cc2)cnn1C | 10 | 5 | 25 | 105 | / | 105 | 104 | 99 | 0.6 | 102 | 108
COc1ccc(CCNc2nc(=S)[nH]c3cc(OC)c(OC)cc23)cc1OC | 14 | -2 | 0 | 49* | / | 47* | 67* | 74* | -0.7 | 48* | 71*
CC(=O)Nc1c(C(=O)c2ccc(F)cc2)oc2ccccc12 | 3 | 3 | 28 | 103 | / | 102 | 100 | 102 | 0.3 | 103 | 106
NC(=O)CSc1nc(C23CC4CC(CC(C4)C2)C3)nc2ccccc12 | 7 | 13 | 13 | 96 | / | 96 | 96 | 97 | 1.8 | 98 | 99
C/C(=N\Nc1ccc(F)cc1F)c1ccc(F)cc1 | 11 | 0 | 13 | 103 | / | 101 | 99 | 100 | -0.1 | 101 | 100
CN(Cc1ccccc1)S(=O)(=O)c1ccc(Cl)c(C(=O)NCCc2ccccn2)c1 | 12 | 1 | 73 | 98 | 7 | 98 | 95 | 102 | 0.7 | 98 | 99
COC(=O)c1ccc2c(c1)C(C)(C)C(/C=C/c1ccc(O)cc1)=[N+]2C | 4 | 1 | 47 | 99 | / | 98 | 95 | 100 | 0.3 | 99 | 100
Cc1ccccc1-n1c(Cn2c(=O)sc3ccccc32)nnc1SC(C)C | 26 | 5 | 16 | 101 | / | 100 | 100 | 98 | 1.9 | 101 | 103
COC(=O)CCCSc1nccn1-c1ccccc1 | 11 | 2 | 14 | 97 | 5 | 99 | 96 | 110 | 0.8 | 99 | 100
CC(C)(C)c1cc(NC(=O)c2cccc([N+](=O)[O-])c2)no1 | 9 | 1 | 18 | 94 | / | 98 | 96 | 99 | 0.1 | 98 | 96
CCOC(=O)C1(Cc2ccc(OC)cc2)CCN(C(=O)CCN2CCCC2=O)CC1 | 1 | 7 | 13 | 94 | -30 | 100 | 95 | 103 | 2.4 | 97 | 99
CCOC(=O)C1=C(COC(=O)C2(C)CC2(Cl)Cl)NC(=O)NC1c1ccccc1 (stereo not given) | 9 | 13 | 27 | 98 | 19 | 100 | 98 | 105 | 1.5 | 102 | 104
Cc1ccc(S(=O)(=O)N(CC(=O)O)Cc2ccccc2)cc1 | 25 | -2 | 24 | 101 | / | 98 | 98 | 102 | -0.4 | 100 | 103
O=C(c1csc2c1CCCC2)N1CCCCC1 | 7 | 2 | 17 | 99 | 24 | 98 | 98 | 96 | 0.3 | 97 | 102
CCCCNC(=O)CCn1c(=O)c2ccccc2n(CC(=O)N2CC(C)CC(C)C2)c1=O (stereo not given) | 12 | 2 | 11 | 109 | -21 | 105 | 103 | 104 | 0.4 | 105 | 108
CSc1cnc2c(N)nc(N(C)C)nc2n1 | 7 | -2 | 10 | 101 | -35 | 99 | 98 | 99 | -2.1 | 99 | 104

Screening results: PubChem, several laboratories
